Vif-APOBEC3G blk = blocks the Vif interaction with human APOBEC3G | Q9HC16 | HeLa A3G-eYFP + Vif (tagged APOBEC3G with the HIV-1 protein that degrades it), YFP fluorescence, overnight | Potency, µM (titrated, usually from 46.1 µM), without a hit: at the highest dose activity, negative = active, hits mostly inhibitors | hit rate 0.076% among 410,000 | AID 602310;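 note: potency is the fitted concentration of half-maximal effect; % is set by controls: 0 for no effect and ±100 for the full control effect; nearly all actives have a fitted effect of over 60% in size; hits raise eYFP signal because A3G escapes Vif-driven loss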
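Read-out is eYFP fluorescence (Ex 488/Em 500-530) from Vif-expressing HeLa A3G-eYFP cells; more signal means A3G escaped Vif-mediated degradation. Cells plated overnight, compound pinned in, incubated overnight at 37 deg C.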
GRP78 ERSR act = induces the endoplasmic reticulum stress response in human glioma cells; U87-MG GRP78 promoter luciferase reporter, 16 h; Potency, µM, for inactives: at the highest dose activation, usual class: activators; hit rate 0.02% among 420,000; note: potency is the fitted concentration of half-maximal effect; series mostly up to about 76 µM; % of control where 0% means no effect; nearly all actives have a fitted effect of over 35% in size
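Stably transfected U87-MG glioma cells carrying a GRP78-based luciferase sensor; 16 h compound incubation. Luminescence end-point read 10 min after Bright-Glo addition at room temperature.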
RXFP1 ag = RXFP1 (human) receptor agonism. AID 2676. Potency, µM (series often up to 57.5 µM), for the others: at the top dose activation, most hits filed as activators. Q9HBX9. HEK293T-RXFP1 cAMP TR-FRET, 30 min; response scale: percent of porcine relaxin response, buffer zero. hit rate 0.3% among 370,000; note: potency is the fitted concentration of half-maximal effect; % is set by controls: 0 for no effect and ±100 for the full control effect; nearly all actives have a fitted effect of over 60% in size; many of its hits are not listed in these tables
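cAMP rise read by TR-FRET after 30 min, 37C compound exposure (up to 58 uM) in RXFP1-transfected HEK293 cells with Ro 20174 present. EC50 from Hill-equation fits, with 29 nM porcine relaxin as 100% and buffer as basal.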
TrxR1 substrate = is turned over as a substrate by rat TrxR1; purified TrxR1 substrate turnover, NADPH consumption readout; Potency, µM (top dose mostly 114 µM), inactives show at the highest dose activity change, negative = substrate turnover; hit rate 0.01% among 390,000; note: potency is the fitted concentration of half-maximal effect; % is set by controls: 0 for no effect and ±100 for the full control effect; nearly all actives have a fitted effect of over 50% in size
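Rat TrxR1, dispensed at 90 nM, was prereduced with 400 uM NADPH (final) for 5 min at ~22 deg C, then incubated with compound 15 min before 400 uM selenite. A first-read NADPH fluorescence drop versus no-compound background flagged substrates.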
LDHA block = LDHA (human) enzyme inhibition | activity change, % (values are at about 110 or 230 µM) | purified LDHA, NADH/diaphorase-resazurin fluorescence; stronger effect = lower value | P00338 | hit rate 0.15% among 480,000; in the data active = activity change below about -30%; inconclusive = mostly about -25% to -30%;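 note: plate controls were DMSO wells for no effect and wells without enzyme for full effect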
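Enzyme activity of human lactate dehydrogenase 5 (2 nM; 0.06 mM NADH, 0.2 mM pyruvate, 5 min, RT) is measured via a resazurin/diaphorase fluorescence readout of residual NADH.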
USP1 inh = inhibitors of human USP1/UAF1 deubiquitinase. O94782. recombinant USP1/UAF1, Ub-Rhodamine cleavage fluorescence. Potency, µM (series often up to 57.1 µM), for inactives: at the top dose activity change, negative = inhibition, actives largely listed as inhibitors. hit rate 0.23% among 390,000. AID 743255; note: potency is the fitted concentration of half-maximal effect; % is set by controls: 0 for no effect and ±100 for the full control effect; nearly all actives have a fitted effect of over 60% in size; inactives centre near -12
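1 nM enzyme complex + cpd, 15 min RT; start with Ub-Rho 150nM final; kinetic fluorescence ex 480/em 540, 6 reads q60 s. Buffer 50mM HEPES pH 7.8, 0.5mM EDTA, 0.1 mg/ml BSA, 1mM TCEP, 0.01% Tween-20.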
Vif-APOBEC3F blk = Vif-A3F binding inhibition; Potency, µM (highest dose often 46.1 µM), without a hit: at the highest dose activity, negative = active; HeLa A3F-eYFP + Vif (tagged APOBEC3F with the HIV-1 protein that degrades it), YFP fluorescence increase; hit rate 0.2% among 390,000; note: potency is the fitted concentration of half-maximal effect; % of control where 0% means no effect; nearly all actives have a fitted effect of over 65% in size
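Fluorescence increase (Ex 488/Em 500-530) after overnight compound treatment at 37 deg C flags inhibition of Vif-driven A3F-eYFP loss in stable HeLa A3F-eYFP/Vif cells seeded overnight beforehand.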
PI4K2A inh = inhibitors of human PI4K2A | activity change, negative = inhibition, % at 76.9 µM | AID 1346378 | purified PI4K2A, ADP-Glo luminescence, 1 h; stronger effect = lower value | hit rate 0.13% among 420,000 | Q9BTU6; in the data active = activity change below about -50%; inconclusive = mostly about -30% to -49%;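 note: -100% = wells without enzyme as full effect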
Target sequence (Q9BTU6 whole entry, looked up): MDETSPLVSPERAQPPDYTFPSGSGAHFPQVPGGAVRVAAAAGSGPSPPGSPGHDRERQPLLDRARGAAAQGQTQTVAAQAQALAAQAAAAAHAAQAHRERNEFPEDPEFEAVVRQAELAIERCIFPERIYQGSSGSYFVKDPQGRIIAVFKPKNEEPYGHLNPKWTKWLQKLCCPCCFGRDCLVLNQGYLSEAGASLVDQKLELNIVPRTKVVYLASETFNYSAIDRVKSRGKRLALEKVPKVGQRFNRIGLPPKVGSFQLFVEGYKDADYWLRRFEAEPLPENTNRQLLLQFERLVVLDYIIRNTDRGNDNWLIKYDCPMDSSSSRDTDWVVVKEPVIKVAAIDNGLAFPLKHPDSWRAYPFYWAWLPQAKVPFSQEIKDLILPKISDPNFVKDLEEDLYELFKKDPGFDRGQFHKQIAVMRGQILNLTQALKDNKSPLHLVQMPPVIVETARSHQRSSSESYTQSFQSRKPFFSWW
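PI4K2A activity was measured by ADP-Glo luminescence: enzyme (4 ug/mL stock) and phosphatidylinositol (1.2 mM stock) in Tris pH 7.5/MgCl2/EGTA/Triton X-100 buffer were reacted with ATP (300 microM stock) for one hour at ambient temperature.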
mIDH1 inhibitor = human IDH1 R132H inhibition | O75874 | IDH1-R132H enzyme, NADPH consumption, diaphorase/resazurin fluorescence | Potency, µM (doses to about 76.6 µM), inactives show top-dose activity change, negative = inhibition, usual class: inhibitors | hit rate 0.093% among 390,000 | AID 602179; note: potency is the fitted concentration of half-maximal effect; % is set by controls: 0 for no effect and ±100 for the full control effect; nearly all actives have a fitted effect of over 65% in size
Target sequence (O75874 whole entry R132H, stated change not applied): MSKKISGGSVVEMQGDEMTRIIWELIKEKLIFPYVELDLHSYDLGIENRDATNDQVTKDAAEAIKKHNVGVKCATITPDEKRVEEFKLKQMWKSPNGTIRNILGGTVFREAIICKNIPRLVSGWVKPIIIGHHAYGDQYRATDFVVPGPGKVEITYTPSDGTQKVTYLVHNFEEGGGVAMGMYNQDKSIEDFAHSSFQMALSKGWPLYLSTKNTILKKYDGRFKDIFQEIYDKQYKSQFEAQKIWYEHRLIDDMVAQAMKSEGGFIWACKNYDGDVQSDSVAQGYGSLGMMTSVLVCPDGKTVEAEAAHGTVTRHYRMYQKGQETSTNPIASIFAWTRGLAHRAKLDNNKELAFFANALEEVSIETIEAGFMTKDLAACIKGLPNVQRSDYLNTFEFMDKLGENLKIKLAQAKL
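IDH1-R132H (0.5 ug/mL dispensed) in pH 7.5 Tris buffer was preincubated 30 min with compound, then given a substrate mix of 0.016 mM NADPH and 2 mM alpha-KG for 80 min at room temperature; remaining NADPH was read by diaphorase/resazurin fluorescence.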
Numbers without * were called inactive; ? = inconclusive; / = not tested or not shown; [ ] = remark or other dose. Unless noted, calls come from the whole dose curve; as a rule, active = well fitted curve in the direction sought with a large enough effect; inconclusive = small, poorly fitted or top-dose-only effect, or another doubt; inactive = no such curve, though single readings can be large; an effect the other way counts as inactive or inconclusive. A portion of the library; the hit share may differ from the screen's.

| No. | structure | RXFP1 ag | PI4K2A inh | USP1 inh | mIDH1 inhibitor | Vif-APOBEC3G blk | GRP78 ERSR act | Vif-APOBEC3F blk | TrxR1 substrate | LDHA block |
| --- | --- | --- | --- | --- | --- | --- | --- | --- | --- | --- |
| 1 | O=C(C1CC1)N1c2ccccc2Sc2ccccc21 | 4.8% | 0 | -13% | 5% | ? | -3% | -4% | -12% | -14 |
| 2 | Cc1csc(SCC(=O)NC(=O)Cc2ccccc2)n1 | -1.0% | -4 | -16% | 2% | 1% | -5% | 0% | -4% | -5 |
| 3 | COc1ccc(C2C(C(=O)c3ccco3)=C(O)C(=O)N2CCN2CCOCC2)cc1 (centres undefined) | 3.9% | -4 | -7% | 15% | 0% | -3% | -1% | -3%[57.1 µM] | 8 |
| 4 | Cc1cc(=O)oc(C)c1C(=O)NC1CC(C)(C)NC(C)(C)C1 | -0.7% | 3 | 6% | 6% | 2% | -4% | 5% | -2% | -4 |
| 5 | O=C(/C=C/c1c(Cl)cccc1Cl)N1CCN(c2ncccn2)CC1 | 5.2% | -2 | -3% | 2% | -9% | 1% | -9% | 2%[57.1 µM] | -14 |
| 6 | COc1ccc(NC(=O)NC2CCCc3ccccc32)c(OC)c1 (centres undefined) | 2.2% | -11 | -9% | -14% | -8% | 1% | -6% | 4% | -7 |
| 7 | O=C(NN=Cc1ccc(N2CCOCC2)cc1)c1cc2ccccc2cc1O | / | -3 | ? | -10% | 0% | 0% | 5% | -6% | 4 |
| 8 | COCCn1c(Sc2nc(C)cs2)nc2c1c(=O)[nH]c(=O)n2C | 0.5% | 1 | -24% | 1% | 3% | -2% | -10% | -2% | -5 |
| 9 | CCN(CC)CCNc1ncnc2c1sc1nc(N3CCCC3)c3c(c12)CC(C)(C)OC3 | 0.3% | -1 | -16% | 2% | 2% | -10% | 0% | 2% | 2 |
| 10 | Cc1ccc(S(=O)(=O)N2CCCC2C(=O)Nc2ccc(Br)cc2)cc1 (centres undefined) | -0.6% | 5 | -15% | / | / | / | / | 8% | -1 |
| 11 | C/C(=N\N=C1\NC(=O)CC(C(=O)O)S1)c1cccs1 (centres undefined) | -0.5% | -5 | -8% | 2% | 1% | -3% | -4% | -14% | -4 |
| 12 | Cc1ccc(OCC(=O)Nc2ccc(S(=O)(=O)N3CCN(C)CC3)cc2)cc1 | 2.7% | 1 | -23% | 4% | 2% | -6% | -4% | -7% | -2 |
| 13 | CCOC(=O)c1ccc(S(=O)(=O)N2CCC(C(=O)O)CC2)cc1 | -0.6% | -1 | -18% | 8% | 0% | -5% | 10% | 2% | -1 |
| 14 | COc1ccccc1Cn1c(CNS(=O)(=O)c2ccc(C(C)C)cc2)nc2cccnc21 | -0.6% | -3 | -7% | 5% | -1% | -4% | 4% | 3%[57.1 µM] | 6 |
| 15 | Cc1ccc(C)c(NC(=O)CN2C(=O)COc3ccc(Cl)cc32)c1 | -1.4% | 4 | -11% | 20% | 0% | -1% | ? | 4% | -2 |
| 16 | CC(=O)c1ccccc1C(=O)NCc1cccnc1 | 2.0% | 0 | -15% | 9% | -1% | 0% | 6% | -3% | -8 |
| 17 | CC1CCCN(C(=O)c2sc3cc([N+](=O)[O-])ccc3c2Cl)C1 (centres undefined) | -0.3% | 11 | -7% | 6% | -9% | ? | 2% | -15% | -1 |
| 18 | O=C(Nc1cccc(O)c1)c1ccc(Br)c(S(=O)(=O)N2CCCCC2)c1 | -0.1% | 0 | -8% | -2% | 3% | -1% | 4% | 4% | -3 |
| 19 | O=C(c1noc2c1CCc1ccccc1-2)N1CCCc2ccccc21 | 3.1% | 2 | -12% | -3% | 1% | 7% | -5% | 3% | -5 |
| 20 | Cn1cc(Cl)c(C(=O)OCC(=O)Nc2ccc(S(N)(=O)=O)cc2)n1 | -2.8% | 0 | 1% | 1% | -3% | -2% | 5% | 6%[57.1 µM] | -5 |
| 21 | Cc1ccc2nc(C)c(C(=O)N/N=C/c3cccs3)n2c1 | 0.9% | 0 | -5% | -12% | ? | 1% | -27% | -11% | -7 |
| 22 | COc1ccc(C2NC(=O)NC(c3ccccc3)=C2c2nc3ccccc3s2)cc1 (centres undefined) | -0.2% | -1 | -20% | -2% | 2% | -3% | 9% | 8% | 0 |
| 23 | Clc1ccc(-c2nc3ccccc3n2OCc2ccccc2)cc1 | 0.1% | -4 | -5% | 4% | -4% | -1% | 6% | -8% | -2 |
| 24 | COc1ccc(C(=O)N/C(=C/c2cccs2)C(=O)NC(C)(C)C)cc1OC | 4.9% | -2 | -18% | 0% | -7% | -3% | 2% | -7% | -3 |
| 25 | CCOc1ccccc1C(=O)N(CN1CCCC1=O)c1ccc(C)c(Cl)c1 | 2.9% | -8 | -3% | 2% | 5% | -4% | -7% | -2% | -11 |
| 26 | CCCn1c(SCC(=O)Nc2c(C)cccc2C)nnc1C(C)C | 1.0% | -3 | -17% | 0% | 0% | -2% | 2% | -5% | -2 |
| 27 | O=C(NNC1CC(=O)N(c2ccc(Cl)cc2)C1=O)c1ccccn1 (centres undefined) | 1.4% | -1 | -22% | -5% | -6% | 1% | 3% | -5% | -4 |
| 28 | CC1Cc2ccccc2N1CC(=O)Nc1ccc2c(c1)OCO2 (centres undefined) | 0.0% | -3 | 3% | 3% | -6% | -5% | -1% | -7% | -1 |
| 29 | CC(NC(=O)c1cnc2n(c1=O)CCS2)c1ccccc1 (centres undefined) | 0.2% | 2 | 2% | -6% | 1% | -4% | / | -5% | -24 |
| 30 | CCOC(=O)C1=CN(Cc2cccc(F)c2)S(=O)(=O)NC1c1ccc2ccccc2c1 (centres undefined) | / | 6 | -32% | 2% | -3% | -6% | 7% | -9% | 2 |
| 31 | CC(=O)NC(NC(=S)N1CCCCCC1)C(Cl)(Cl)Cl (centres undefined) | -0.2% | 0 | -6% | 0% | -3% | -2% | 6% | 0%[57.1 µM] | -4 |
| 32 | COc1ccc(S(=O)NC2CCCCC2)c(OC)c1C (centres undefined) | -0.3% | 12 | 0% | 5% | 0% | -3% | 3% | 9%[57.1 µM] | -6 |
| 33 | CCOC(=O)C(CC)(CC)/C(C)=N/NC(=O)CC#N | -0.1% | 1 | -15% | 2% | -2% | -5% | -1% | 11% | -2 |
| 34 | CCOc1ccc(C(=O)COC(C)=O)cc1 | -0.2% | 0 | -12% | 8% | -2% | -3% | 1% | -4%[57.1 µM] | -3 |
| 35 | O=C(NNS(=O)(=O)c1ccccc1[N+](=O)[O-])c1ccc(O)cc1 | 1.4% | -2 | -21% | -3% | 1% | -1% | 9% | 5% | 1 |
| 36 | OCCNc1nc(-c2ccccc2)c2cc(Cl)ccc2n1 | 2.3% | -2 | -13% | 3% | 0% | -9% | -2% | 51% | -1 |
| 37 | O=C(CCNC(=O)c1ccc([N+](=O)[O-])cc1)NNC(=O)c1ccncc1 | 2.2% | 0 | -11% | -9% | 0% | 7% | 0% | -3% | -5 |
| 38 | Cc1ccc2onc(CNC(=O)N3CCN(c4cccc(C(F)(F)F)c4)CC3)c2c1 | -0.9% | -2 | -11% | 8% | 2% | -5% | -6% | -2% | -6 |
| 39 | CC(=O)N1CCc2cc(Br)cc(S(=O)(=O)CCC(=O)N3CCN(c4ccccc4Cl)CC3)c21 | -1.2% | -1 | -19% | -5% | 4% | -2% | -1% | 12%[2.29 µM] | -2 |
| 40 | COc1ccc(C(=O)N2CCN(c3cccc(Cl)c3)CC2)cc1S(=O)(=O)NC1CC1 | -0.4% | 0 | -15% | -4% | ? | 8% | -4% | -10% | -6 |
| 41 | CCOC(=O)C1=C(c2ccccc2)NC(=O)NC1c1cc(OC)c(O)c([N+](=O)[O-])c1 (centres undefined) | 3.2% | -2 | -19% | -2% | 2% | -3% | 2% | -4% | 1 |
| 42 | CCN(CC)CCNC(=O)c1c(C)n(-c2ccccc2)c2cc(Br)c(OC)cc12 | -2.1% | -1 | -14% | 3% | 0% | -13% | -1% | -9% | -3 |
| 43 | COc1cccc(COC(=O)c2c(C)nn(-c3ccccc3)c2Cl)c1OC | ? | 3 | -8% | 5% | 1% | -3% | 6% | -6% | 1 |
| 44 | Nn1c(SCc2cc([N+](=O)[O-])cc3c2OCOC3)nnc1-c1cccnc1 | 22% | -1 | -16% | 5% | 1% | -2% | -26% | 4%[57.1 µM] | -6 |
| 45 | Cc1ccc(S(=O)(=O)N2CCN(C(=O)c3ccc(Br)o3)CC2)c(C)c1 | 3.6% | -5 | -15% | -1% | 1% | -3% | 7% | -3% | -5 |
| 46 | COC(=O)c1ccc(-n2nnnc2SCC(=O)Nc2ccccc2OC)cc1 | 10% | 3 | -5% | -2% | -10% | -5% | 0% | 5%[57.1 µM] | -7 |
| 47 | O=C(NCC(=O)N1CCN(c2ccccc2)CC1)c1cccs1 | 0.9% | -5 | -12% | 3% | -8% | 2% | -1% | 4% | 1 |
| 48 | Cc1n[nH]c(C)c1S(=O)(=O)N1CCC(C(=O)O)CC1 | 2.3% | -15 | 1% | 4% | 3% | 3% | 4% | -5% | 0 |
| 49 | Cc1ccc(C(C2C(=O)CC(C)(C)CC2=O)C2C(=O)CC(C)(C)CC2=O)s1 | -2.1% | ? | -9% | 9% | -10% | -13% | / | -13% | -3 |
| 50 | CCOC(=O)c1c(NC(=O)CN2C(=O)N(C)C3(CCCCC3)C2=O)sc(C(=O)N(C)C)c1C | / | -4 | -22% | 3% | -6% | -3% | -11% | 4% | 0 |

Screening data (PubChem)
